From PubChem BioAssay
IEC-6 tox: IEC-6 cytotoxicity, counter-screen for KLF5 inhibitors | inhibition, % at 5 µM | luminescence viability | 290,000 tested, 0.78% active; in the data active means inhibition above about 22%;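 further: 0% = plate median of test compound wells and 100% = cytotoxic reference compound wells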
HSF1 inh: HSF1 inhibition. AID 2098. NIH3T3-HGL HSE-luciferase, MG132-induced, luminescence 8 h; stronger effect = lower value. activity change, negative = inhibition, % at 7.5 µM (by protocol). 300,000 tested, 0.77% active;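 active means more than half of replicate wells show activity change below -50%, luminescence cut by over half; inconclusive means some wells, but at most half, below -50%; inactive means no replicate well below -50%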;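 further: luciferase reports HSF-1 transcriptional activity via heat shock element; 0% = median of DMSO wells and -100% = zero luminescence signal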
HSP90 inh: inhibitors of HSP90 luciferase refolding in rabbit reticulocyte lysate; AID 1789; 290,000 tested, 0.91% active; inhibition, % at 5.6 µM; luciferase refolding luminescence, 3 h;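 active means inhibition above the screen-wide mean plus 3 SD, computed separately per campaign, cut at about 16% in these data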;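 further: 0% = DMSO wells and 100% = 60 µM geldanamycin wells; inhibitors lower the luminescence because luciferase stays unfolded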
GSK3A inh: blocks human GSK-3 alpha kinase; P49840; ADP-Glo luminescence, 60 min; 320,000 tested, 0.1% active; inhibition, % at 10 µM; AID 2650;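 in the data active means inhibition above about 50%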;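 further: GST-tagged GSK-3 alpha with peptide substrate and 25 µM ATP; 0% = DMSO neutral wells and 100% = GW8510 positive control wells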
Target sequence (P49840 whole entry, looked up): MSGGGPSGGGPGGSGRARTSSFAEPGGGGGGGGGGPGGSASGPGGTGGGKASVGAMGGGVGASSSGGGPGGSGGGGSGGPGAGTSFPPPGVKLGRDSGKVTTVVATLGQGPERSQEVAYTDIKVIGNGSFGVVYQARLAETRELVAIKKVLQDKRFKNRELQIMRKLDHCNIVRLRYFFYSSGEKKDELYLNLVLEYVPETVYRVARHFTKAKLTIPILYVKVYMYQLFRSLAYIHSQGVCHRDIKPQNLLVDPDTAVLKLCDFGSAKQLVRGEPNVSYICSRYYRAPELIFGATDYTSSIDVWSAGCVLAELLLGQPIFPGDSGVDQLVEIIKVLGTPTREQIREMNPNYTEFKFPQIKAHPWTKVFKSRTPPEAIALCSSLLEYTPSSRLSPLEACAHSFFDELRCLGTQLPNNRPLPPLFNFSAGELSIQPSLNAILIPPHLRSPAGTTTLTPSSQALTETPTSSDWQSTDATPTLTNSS
HSF-1 act: increases HSF-1 driven luciferase reporter signal; NIH3T3-HGL HSF-1 luciferase reporter, MG132, 8 h; 100% = twice DMSO control signal; activation, % at 9 µM; 300,000 tested, 1.7% active; AID 504408;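 active means mean replicate activation of at least 50% with a set share of replicates each reaching 50%; inconclusive means only one of those two conditions met; inactive means mean below 50% and too few replicates reaching it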;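 further: 0% = median of the neutral control wells and 100% = twice that signal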
KLF5 inh: kruppel-like factor 5 inhibition; DLD-1 KLF5 promoter-luciferase reporter, luminescence; inhibition, % at 5 µM; 290,000 tested, 0.23% active; AID 1700;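 active means inhibition above a per-plate limit of that plate's mean compound inhibition plus 3 SD, cut at about 60% in these data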;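 further: 0% = DMSO wells and 100% = LY294002 at 200 µM; higher means less KLF5 promoter-driven luciferase light; inactives centre near -14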
aSyn 5UTR inh: 5' untranslated region of α-synuclein, MLPCN primary screen | alpha-synuclein 5'UTR reporter, inhibitor activity | inhibition, % (tested at 7.5 µM) | 300,000 tested, 0.82% active | AID 1813; in the data active means inhibition above about 60%; inconclusive means no clear call, values can overlap the other calls;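 further: H4 neuroglioblastoma cells stably carrying SNCA 5'UTR luciferase fusion; 0% = DMSO wells and 100% = positive control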
AI-2 QS modul: Vibrio harveyi AI-2 quorum sensing modulation. activity change, % at 7.5 µM. AID 2094. Vibrio harveyi JMH597 AI-2 luminescence/OD600 ratio, 9 h; stronger effect = lower value; strain lacks LuxN and CqsS sensors; 0 = neutral-control median. 300,000 tested, 0.4% active; in the data active means activity change below about -75%, passing the limit was not always enough; inconclusive means no clear call, values can overlap the other calls;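 further: luminescence divided by OD600 gain over 9 h not by final OD600 alone; inactives centre near 13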
GSK3beta inhib: inhibitors of human GSK3beta kinase; P49841; GST-GSK3beta kinase, ADP-Glo luminescence, 60 min; stronger effect = lower value; activity score (negative = inhibition), % at 10 µM; 300,000 tested, 0.038% active; AID 2097;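 active means more than half of replicate wells score below -50%, meaning over 50% inhibition versus plate controls; inconclusive means some replicates but at most half score below -50%; inactive means no replicate scores below -50%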;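 further: 0% = median DMSO wells and -100% = median GW8510 positive control wells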
Target sequence (P49841 whole entry, looked up): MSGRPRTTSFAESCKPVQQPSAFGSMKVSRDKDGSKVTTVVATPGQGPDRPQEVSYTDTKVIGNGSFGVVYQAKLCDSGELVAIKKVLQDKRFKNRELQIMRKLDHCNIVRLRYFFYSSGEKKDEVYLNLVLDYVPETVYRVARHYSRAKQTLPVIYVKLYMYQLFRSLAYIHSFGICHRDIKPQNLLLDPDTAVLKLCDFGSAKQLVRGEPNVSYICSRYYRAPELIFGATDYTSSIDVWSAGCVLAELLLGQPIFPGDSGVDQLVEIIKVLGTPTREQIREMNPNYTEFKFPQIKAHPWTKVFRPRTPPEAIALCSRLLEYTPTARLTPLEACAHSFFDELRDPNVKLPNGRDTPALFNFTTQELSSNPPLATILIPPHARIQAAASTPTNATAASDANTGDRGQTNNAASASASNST
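Test system – GST-tagged human GSK3beta kinase, cell-free · Incubation – 60 min enzyme reaction, room temperature · Signal – ADP-Glo luminescence · Also added – peptide substrate and ATP at 25 µM · Controls – DMSO neutral wells and GW8510 at 20 µM as positive · Buffer or medium – Tris/MgCl2 kinase buffer · Measure – Luminescence-derived activity versus plate DMSO and GW8510 wells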
HIF act: HIF pathway transcriptional activation; U2OS HRE-luciferase reporter, luminescence; normalized: DMSO 0%, desferrioxamine 100%; activation, % at 7.5 µM (by protocol); 300,000 tested, 0.32% active; AID 1910;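 active means mean activation of at least 10% of the iron chelator positive control signal, with at least half of replicates also reaching 10%; inconclusive means mean and replicate majority disagree about reaching 10%; inactive means mean and most replicates under 10%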
Active calls of the source: *; ? = inconclusive; · = not tested or not shown.

SMILES | IEC-6 tox | HSF1 inh | HSP90 inh | GSK3A inh | HSF-1 act | KLF5 inh | aSyn 5UTR inh | AI-2 QS modul | GSK3beta inhib | HIF act
O=C(CC1CC2CCC1C2)OCC(=O)c1c[nH]c2ccccc12 (stereo not drawn) | 0 | -2 | 2 | -2 | 26 | -19 | -25 | -84* | -5 | 4.4
CC1CCCCN1S(=O)(=O)c1ccc(C(=O)Nc2nnc(-c3ccco3)o2)cc1 (stereo not drawn) | 10 | -17 | -1 | 2 | -29 | 24 | 52 | 41 | -1 | 0.3
Cc1sc2ncnc(N(C)C3CCCCC3)c2c1C | -1 | 15 | -3 | -2 | 24 | -18 | 9 | 34 | 0 | -0.6
CCOC(=O)C=Nc1c(N)n(C)c(=O)n(C)c1=O | 0 | -9 | -3 | -3 | 8 | 1 | 1 | 14 | 7 | -0.3
O=C(CCN1C(=O)/C(=C/c2ccc3c(c2)OCO3)SC1=S)NNC(=O)c1cccnc1 | -2 | 15 | -4 | 0 | 2 | -31 | -1 | 18 | 1 | 0.1
O=C(COC(=O)C(Cc1ccccc1)NC(=O)c1ccc(Cl)cc1)c1ccc(Cl)cc1 (stereo not drawn) | 1 | 0 | -1 | · | 10 | -16 | 8 | 34 | 0 | -0.2
CN1C(N)=NC(=O)/C1=C/c1ccc(F)cc1 | 2 | 1 | 1 | 9 | -4 | -33 | -24 | 19 | -25 | 0.6
COc1ccc(CC(=O)NCc2ccco2)cc1OC | -7 | 1 | 1 | -2 | -7 | -18 | -4 | 16 | 5 | -0.4
CC(C)C(c1nnnn1C1CCCCC1)N1CCCc2ccccc21 (stereo not drawn) | -2 | 6 | -1 | -2 | 8 | -42 | 20 | 23 | 2 | -21
CCc1ccc(OCCCCN(C)Cc2ccccc2)cc1 | -4 | -1 | -3 | -3 | 11 | -35 | 9 | 9 | -3 | -0.7
O=C(OCCCOC(=O)c1cc[n+]([O-])cc1)c1cc[n+]([O-])cc1 | 3 | -1 | -4 | 0 | 14 | -52 | -5 | 12 | 2 | -0.6
CSc1ccc(-c2c(C#N)c(N)nc3c2CCCC3)cc1 | -11 | -12 | -1 | -1 | -9 | -14 | 33 | -4 | 3 | -0.2
O=C(CSc1cn(Cc2ccccc2)c2ccccc12)Nc1nccs1 | -6 | 45 | -7 | -1 | 65* | -36 | -168 | 18 | 3 | 4.3
O=S(=O)(c1ccccc1)N1CCN(c2cc(-c3ccccc3)nc3ncnn23)CC1 | 4 | -6 | -1 | -3 | -12 | -25 | -23 | 0 | 2 | 0.8
COCCn1c(SCC(=O)N2CCN(c3ccccc3)CC2)nc2c(c1=O)SC(C)C2 (stereo not drawn) | · | 0 | · | 0 | -17 | · | -27 | 24 | 4 | -0.5
Cc1cc([N+](=O)[O-])c(NC2CCCCC2)c([N+](=O)[O-])c1 | 5 | -4 | 1 | -5 | -15 | -12 | 0 | 15 | 1 | -0.8
CC(=O)Nc1ccc(N(C(=O)CNC(=O)c2ccco2)C(C(=O)NCc2ccco2)c2ccccc2)cc1 (stereo not drawn) | -2 | 4 | 2 | -1 | 5 | 2 | 8 | 19 | 4 | 0.0
CCc1ccc(C(O)(C(C)C)C(CN2CCOCC2)c2ccccc2)cc1 (stereo not drawn) | -6 | 9 | 2 | 1 | 1 | -12 | 10 | 9 | -1 | -14
COc1ccc(C(=O)Nc2ccccc2C(=O)N/N=C/c2ccco2)cc1 | 9 | -21 | 9 | 6 | -27 | -12 | -79 | 19 | 0 | 1.1
O=C(Nc1nc2c(s1)CCCC2)c1ccc(N2C(=O)CCC2=O)cc1 | 0 | 12 | -6 | 0 | 34 | -134 | -38 | 4 | 2 | 0.9
Cc1nn(-c2ccccc2)c(C)c1NC(=O)Cc1cccs1 | 0 | -10 | 3 | -1 | -7 | -5 | 4 | 26 | -2 | ·
CSc1ccccc1NC(=O)c1cc(S(=O)(=O)N(C)C)ccc1N1CCCC1 | 0 | 8 | -2 | 1 | 24 | -4 | 29 | 7 | -4 | 0.2
O=C1c2ccccc2NC(c2ccccc2)N1Cc1ccccc1 (stereo not drawn) | · | 10 | · | 9 | 12 | · | -17 | 7 | -3 | 0.2
O=C(c1ccc2c(=O)n3c(nc2c1)CCCCC3)N1CCN(C(c2ccccc2)c2ccccc2)CC1 | 6 | 23 | 10 | 4 | 62* | -6 | 51 | 19 | -4 | 0.0
O=C(Nc1nccs1)C(=O)c1c[nH]c2ccccc12 | -2 | 13 | 0 | -1 | 51* | -166 | -165 | 14 | 0 | 0.5
N=C(N)N1CCc2ccccc21 | -2 | 4 | -5 | 9 | 0 | -26 | 30 | 7 | -4 | -0.1
CCOC(=O)C1=C(O)C(=O)N(c2ccc(S(N)(=O)=O)cc2)C1c1cccc([N+](=O)[O-])c1 (stereo not drawn) | 4 | -8 | 1 | -4 | -7 | -14 | 9 | 2 | 0 | 0.5
CCC(Cc1ccccc1)NC(=O)CN(C)S(=O)(=O)c1ccc2c(c1)c(=O)n(C)c(=O)n2C (stereo not drawn) | 2 | 1 | -3 | 0 | -3 | -16 | -11 | 34 | 0 | -0.3
COc1ccccc1/C=C/C(=O)N1CCc2cc(OC)c(OC)cc2C1C (stereo not drawn) | 6 | -4 | 0 | -2 | 1 | -15 | 36 | 26 | -2 | -2.0
N#C/C(=C\c1cccc(Cl)c1)c1n[nH]c(Cn2cncn2)n1 | 0 | -1 | 1 | · | 1 | 7 | 13 | 7 | 0 | -0.2
O=C(CCCC(=O)OCC(F)(F)C(F)F)Nc1ccc(NC(=O)CCCC(=O)OCC(F)(F)C(F)F)cc1 | 0 | -4 | -2 | 1 | -9 | -6 | 14 | 18 | 4 | 0.1
Cc1nc(SCc2cccc(C(=O)O)c2)nc2c1CCCC2 | -5 | -27 | 18* | -1 | -33 | -97 | ? | -1 | -3 | -1.6
COc1ccccc1CNC(=O)COC(=O)Cc1ccc(F)cc1 | · | 1 | · | 4 | 6 | · | 8 | 12 | -2 | -0.1
Cc1cccc(C(=O)Nc2nnc(Cc3ccccc3)s2)c1 | -2 | -2 | -2 | 0 | 23 | -30 | -24 | -18 | -1 | 0.8
COc1ccc(N2CCC(CNC(=S)Nc3c(C)cccc3C)C2)cc1 (stereo not drawn) | 6 | -6 | -3 | 0 | -22 | -11 | -10 | -6 | -15 | 2.1
CN1CC(=O)N/C1=N\C(=O)Nc1ccc2c(c1)N(C)C(=O)CS2 | 1 | -1 | -2 | 7 | 5 | -2 | -13 | 9 | -8 | -0.2
CC1Cc2ccccc2N1C(=O)c1ccc2snnc2c1 (stereo not drawn) | 2 | · | 1 | 1 | · | -25 | · | · | · | ·
C/C(=N\NS(=O)(=O)c1ccc(C)c([N+](=O)[O-])c1)c1cccs1 | 2 | -4 | -2 | -4 | 0 | -9 | -20 | 20 | 2 | 0.1
COCCCNC(=S)N1CCN(c2ccccc2)CC1 | 2 | 0 | -1 | 2 | 10 | -27 | -6 | 32 | -2 | -0.1
CCCCC1=NN2CCS(=O)(=O)N=C2S1 | 0 | 0 | -4 | -2 | 1 | -5 | -24 | 16 | -1 | -0.5
CC(C)CC(=O)Nc1ccc(C(=O)CN2CCC(C)CC2)cc1 | -8 | -6 | 3 | -1 | -3 | 19 | -11 | 11 | 2 | -0.7
Cc1ccc(NC(=O)C2CCCCC2C(=O)O)cc1Cl (stereo not drawn) | -2 | 4 | 1 | -4 | 6 | -4 | 5 | 16 | 1 | 1.3
O=C(CCCc1nc(-c2ccccc2Cl)no1)NC1CCCC1 | -6 | -41 | 9 | · | -54 | 47 | 99* | 18 | -4 | -4.0
COc1ccc(-n2nc(C(=O)NCC(=O)NCCCN3CCOCC3)c3ccccc3c2=O)cc1OC | 1 | -3 | 3 | -2 | -6 | -14 | 9 | · | · | -0.1
CC(C)[C@H](NC(=O)OC(C)(C)C)c1nnc(SCC(=O)Nc2ccc(Br)cc2)o1 | 5 | 32 | 3 | -1 | 84* | -17 | -17 | 35 | 2 | -0.7
CCNC(=O)CN(c1ccccc1)S(=O)(=O)c1ccc(Cl)cc1 | -1 | -4 | -1 | -16 | -24 | -6 | 23 | 12 | -3 | 0.1
Cc1nc2ccc(S(=O)(=O)N(C)CC(=O)N3CCc4ccccc43)cc2s1 | 0 | 10 | 0 | 0 | 21 | -9 | 25 | 23 | 0 | -0.5
CCOc1cc(/C=C(\C#N)C(N)=O)ccc1OCc1c(C)no[n+]1[O-] | 2 | -2 | -1 | -1 | 23 | -5 | -63 | 7 | 1 | 0.5
O=c1ccc(-c2n[nH]c(=S)n2-c2ccc(F)c(Cl)c2)n[nH]1 | -4 | 21 | -5 | 0 | 46 | -16 | 5 | 4 | -2 | -0.1
CN(CC(=O)Nc1c(Cl)cccc1Cl)C(=O)c1ccccc1SCC(=O)N1CCCC1 | 6 | -2 | 3 | 2 | 1 | 11 | -4 | 26 | -5 | 0.2
COc1ccc(N(CC(=O)Nc2ccccc2C(F)(F)F)C2=NC3CS(=O)(=O)CC3S2)cc1 (stereo not drawn) | -4 | 0 | -5 | 1 | -3 | 0 | 17 | 1 | 4 | -0.1
O=C(CCNC(=O)Cn1ccc2ccccc2c1=O)NCCN1CCN(c2cccc(Cl)c2)CC1 | -1 | 2 | -1 | 1 | 6 | -13 | -2 | 21 | 0 | -0.7
Cc1ccc(-c2noc(CSc3nnc(Cc4ccccc4)n3-c3ccc(Cl)cc3)n2)cc1 | 1 | 13 | 6 | 2 | 8 | -5 | 8 | 26 | 2 | -0.3
Cc1ccc2nc(-c3cccc(-c4cccc(Cl)c4)c3)c(NCc3ccccc3)n2c1 | · | 5 | · | -4 | 15 | · | -7 | 14 | 1 | -2.8
CCCCc1nc2cc(C(=O)N3CCCCC3C(=O)OC)ccc2o1 (stereo not drawn) | 1 | 14 | -9 | 1 | 15 | -95 | -98 | -71 | 3 | 3.1
Cc1[nH][nH]c(=O)c1[C@@H](c1ccccc1[N+](=O)[O-])C(C#N)C#N | -1 | -5 | 4 | 27 | 0 | -33 | -2 | 12 | 0 | 0.2
CCCCNC(=O)c1cc2c(=O)n3cccc(C)c3nc2n(Cc2ccccc2)c1=N | 3 | 13 | 4 | -5 | 38 | -36 | 6 | -4 | -2 | 0.0
O=C(CCCc1cccs1)N1CCN(S(=O)(=O)c2ccccc2Br)CC1 | 1 | 3 | -1 | -6 | 5 | -46 | 21 | 16 | 2 | 2.7
O=C(Cn1c(=O)oc2ccccc21)NCc1ccco1 | -6 | · | -1 | 2 | · | -22 | · | 15 | 3 | ·

Hits appear at their usual frequency; about 4.7% have a hit in one of these screens.
